NPC1 prom act – NPC1 promoter activation; Huh7 NPC1 promoter luciferase reporter, 24 h; Potency, µM (top dose mostly 9.22 µM), without a hit: at the highest dose activation, usual class: activators; 2.4% of 320,000 active;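 also: % of control where 0% means no effect; nearly all actives have a fitted effect of over 60% in size; reporter is driven by a mutant NPC1 promoter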
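Quantitative HTS used a cell-based reporter: Huh7 cells stably bearing the NPC1 promoter upstream of luciferase were treated with compounds for 24 h, and promoter activation was read as luminescence.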
ELG1 genotoxic – inducers of genotoxicity in HEK293T ELG1-luciferase cells. HEK293T ELG1-luciferase reporter, luminescence, 16 h. Potency, µM (titrated, usually from 46 µM), inactives show top-dose activity change, positive = activation, hits mostly activators. 1.3% of 330,000 active. AID 504466; also: % of control where 0% means no effect; nearly all actives have a fitted effect of over 60% in size
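Genotoxic stress is detected as increased luminescence from luciferase-tagged ELG1 in HEK293T cells, measured with ONE-Glo after a 16 hr treatment at 37 °C.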
Rab9 promoter act – activates the Rab9 promoter; Huh7 Rab9 promoter-luciferase reporter, luminescence, 24 h; Potency, µM (highest dose often 9.22 µM), without a hit: at the top dose activation, negative = inhibition, usual class: activators; 2.8% of 320,000 active; AID 485297; also: % of control where 0% means no effect; nearly all actives have a fitted effect of over 60% in size
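Rab9 promoter-driven luciferase in stably transfected Huh7 cells; 1500 cells/well rested 2 h, exposed to compound in DMSO for 24 h at 37 °C, 5% CO2. Luminescence read 10 min after adding luciferase reagent at ambient temperature.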
VP16 counter – counter-screen for ROR gamma inhibitors: Gal4-VP16 reporter | Potency, µM (series often up to 53.6 µM), without a hit: at the top dose activity, negative = inhibition, usual class: inhibitors | AID 2546 | 3.5% of 310,000 active | Drosophila S2 Gal4-VP16 UAS-luciferase, luminescence, 20 h;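 also: Gal4-VP16 expression switched on by copper sulfate through the metallothionein promoter; % is scaled to controls: 0 for no effect and ±100 for the full control effect; nearly all actives have a fitted effect of over 50% in size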
uPA generation – blocks generation of uPA at the cell surface. Potency, µM (titrated, usually from 38.3 µM), for inactives: at the top dose activity change, negative = inhibition, hits mostly inhibitors. cell surface uPA generation assay, qHTS. 0.31% of 330,000 active; active = well fitted inhibition curve with a large enough effect; inconclusive = small, poorly fitted or top-dose-only effect; inactive = no such curve, though single readings can be large or run the other way; tested in mouse RAW 264.7 cells; also: % is scaled to controls: 0 for no effect and ±100 for the full control effect; nearly all actives have a fitted effect of over 55% in size
MLL CXXC-DNA inh – inhibitors of human MLL CXXC domain-DNA interaction; 0.037% of 290,000 active; MLL-CXXC / FITC-HOXA9 DNA fluorescence polarization; Potency, µM (top dose mostly 115 µM), without a hit: at the highest dose activity change, negative = inhibition, hits mostly inhibitors; active = well fitted inhibition curve with a large enough effect in the polarisation, with a control signal flat, not every such curve was filed as active; inconclusive = small, poorly fitted or top-dose-only effect, or effect the other way, or a change in a side signal; inactive = no such curve, though single readings can be large or run the other way; the % refers to the polarisation
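Steps: dispense CXXC domain solution (7 uM) → pin compounds or unlabeled HOX-A9 DNA control → 5 min ambient → add FLSN-HOX-A9 solution (50 nM) → spin → 30 min ambient → fluorescence polarization. Tris pH 7.5/NaCl/DTT/BSA buffer.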
FLuc modulator – inhibits or activates purified firefly luciferase, miR-21 counter-screen | P08659 | Potency, µM (titrated, usually from 57.5 µM), for inactives: at the top dose activity change, negative = inhibition, actives largely listed as inhibitors | purified FLuc, Km substrates, luminescence inhibition | 6.9% of 360,000 active;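 also: plate controls were vehicle for no effect and reference inhibitor for full effect; nearly all actives have a fitted effect of over 55% in size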
Target sequence (P08659 whole entry, looked up): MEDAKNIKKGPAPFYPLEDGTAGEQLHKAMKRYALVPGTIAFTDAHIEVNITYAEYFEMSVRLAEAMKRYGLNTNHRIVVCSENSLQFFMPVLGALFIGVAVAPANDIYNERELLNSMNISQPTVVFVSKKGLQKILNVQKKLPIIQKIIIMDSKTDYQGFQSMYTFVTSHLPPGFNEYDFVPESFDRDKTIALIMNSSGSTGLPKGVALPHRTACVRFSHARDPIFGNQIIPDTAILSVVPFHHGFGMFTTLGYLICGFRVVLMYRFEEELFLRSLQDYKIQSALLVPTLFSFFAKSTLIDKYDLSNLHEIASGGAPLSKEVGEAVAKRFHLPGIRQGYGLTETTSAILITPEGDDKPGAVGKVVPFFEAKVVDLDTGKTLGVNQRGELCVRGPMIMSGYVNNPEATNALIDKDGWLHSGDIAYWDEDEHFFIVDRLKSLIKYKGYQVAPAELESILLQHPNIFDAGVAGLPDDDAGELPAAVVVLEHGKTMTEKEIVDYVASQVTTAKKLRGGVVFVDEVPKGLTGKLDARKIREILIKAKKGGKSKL
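Biochemical qHTS of compounds, final roughly 60 µM downward over six points, against 10 nM purified firefly luciferase using Km concentrations of substrates (10 uM D-luciferin, 10 uM ATP) in Tris acetate pH 7.5 buffer; luminescence output.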
p53 reactivation – re-activators of mutant p53 | H1299 p53-A138V BP100-luciferase reporter, luminescence, 24 h | Potency, µM (highest dose often 92.2 µM), inactives show at the top dose activity change, positive = activation, hits mostly activators | 0.063% of 320,000 active | AID 504706; also: % of control where 0% means no effect; nearly all actives have a fitted effect of over 45% in size
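p53-null H1299 cells stably carrying temperature-sensitive p53-A138V and a BP100-luciferase reporter were pinned with compounds (4-point, 1:5 series) and held 24 hrs at 37 deg C. Luminescence was read 10 min after detection reagent.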
RORgamma inh – blocks mouse ROR gamma transcriptional activity; 5.4% of 310,000 active; Drosophila S2 Gal4-RORgamma UAS-luciferase reporter, 20 h; Potency, µM (highest dose often 53.6 µM), inactives show top-dose activity change, negative = inhibition, usual class: inhibitors; also: % is scaled to controls: 0 for no effect and ±100 for the full control effect; nearly all actives have a fitted effect of over 60% in size
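Schneider cells (Drosophila), stable Gal4 DBD–ROR gamma + UAS-luc; 1 hr cmpd preincubation; Cu2+ induction 700 uM final; 20 hr ambient; luminescence.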
MBNL1 CUG block – MBNL1-poly(CUG) RNA binding inhibition; Potency, µM (titrated, usually from 57.5 µM), for inactives: top-dose activity change, negative = inhibition, actives largely listed as inhibitors; 0.036% of 280,000 active; Q9NR56; TR-FRET MBNL1-His/biotin-(CUG)12 binding, 665/545 ratio; active = well fitted inhibition curve with a large enough effect in the signal ratio, with a control signal flat, not every such curve was filed as active; inconclusive = small, poorly fitted or top-dose-only effect, or effect the other way, or a change in a side signal; inactive = no such curve, though single readings can be large or run the other way; the % refers to the signal ratio; also: % is scaled to controls: 0 for no effect and ±100 for the full control effect
Target sequence (Q9NR56 whole entry, looked up): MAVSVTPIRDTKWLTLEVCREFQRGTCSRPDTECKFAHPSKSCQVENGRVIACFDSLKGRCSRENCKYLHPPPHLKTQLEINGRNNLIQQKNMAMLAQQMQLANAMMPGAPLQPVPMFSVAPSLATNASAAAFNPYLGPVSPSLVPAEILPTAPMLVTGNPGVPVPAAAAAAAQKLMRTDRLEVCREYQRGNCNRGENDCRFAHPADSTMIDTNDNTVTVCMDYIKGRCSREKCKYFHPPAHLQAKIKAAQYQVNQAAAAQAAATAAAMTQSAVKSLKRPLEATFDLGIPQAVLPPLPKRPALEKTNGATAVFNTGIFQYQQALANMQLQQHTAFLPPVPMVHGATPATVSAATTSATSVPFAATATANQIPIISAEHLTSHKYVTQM
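Ratiometric TR-FRET (665 over 545 nm, excitation 340 nm) tracks disruption of MBNL1-His/biotin-(CUG)12 complex after 60 min at room temperature, with compounds at 92 nM to 58 uM final.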
BRCA1 expr up – BRCA1 expression activation; 1.1% of 380,000 active; AID 624202; MCF7-BRCA1-FFLuc reporter, luminescence, 48 h; response scale: scaled: vehicle 0%, 10 µM genistein 100%; Potency, µM (doses to about 46.1 µM), for inactives: top-dose activation, hits mostly activators; also: nearly all actives have a fitted effect of over 80% in size; some results filed as inactive show a strong effect at the top dose
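Cells: MCF7-BRCA1-FFLuc, 2000/well. Exposure: 48 h, 37 °C, 5% CO2. Read: luminescence, 15 min post-substrate. Controls: genistein 10 microM (maximal activation), DMSO (neutral).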
Active calls of the source: *; ? = inconclusive; nt = no result given; [ ] = remark or other dose. Unless noted, calls follow the shape of the dose curve; as a rule, active = well fitted curve in the direction sought with a large enough effect; inconclusive = small, poorly fitted or top-dose-only effect, or another doubt; inactive = no such curve, though single readings can be large; an effect the other way counts as inactive or inconclusive. Potency is read from the fitted curve at half-maximal effect. This is a subset; rates above refer to the full screens.

smiles	NPC1 prom act	ELG1 genotoxic	Rab9 promoter act	VP16 counter	uPA generation	MLL CXXC-DNA inh	FLuc modulator	p53 reactivation	RORgamma inh	MBNL1 CUG block	BRCA1 expr up
COc1ccc(Nc2nc3ccc(C)cn3c(=O)c2/C=N/O)cc1	-4%	-8%	-3%	-12%	-16%	4%	0%	-1%	-27%	16%	1%
Cc1nc(NC2=NCN(CCc3ccccc3)CN2)nc2ccccc12	7%	-1%	-1%	-1%	nt	27%	-2%	15%	-7%	-28%	nt
O=C(Nc1nc(-c2ccc(S(=O)(=O)N3CCCCCC3)cc2)cs1)c1ccccc1	-7%	-26%	-1%	-3%	2%	-1%	1%	-3%	9%	353%[activator]	-61%
CCOc1ccc(NC(=O)c2ccc(Br)o2)c([N+](=O)[O-])c1	?	3%	?	-8%	-3%	33%[activator]	-12%	3%	8%	6%	43%
O/C(=C\c1ccc2ccccc2n1)c1ccc(O)cc1O	1.1µM*	2.6µM*	2.2µM*	8.9µM*	-12%	?	1.5µM*	-3%	2.8µM*	13%	?
Cc1ccc(S(=O)(=O)N2CCN(C(=O)C(F)(F)F)C2c2ccc(N(C)C)cc2)cc1 (configuration not stated)	-5%	2%	-3%	6%	0%	7%	1%	2%	-15%	-5%	-2%
CC(=O)c1cccc(NC(=O)CC2CCCC2)c1	?	5%	5%	18%	1%	6%	-1%	6%	24%	1%	11%
CCOCCc1nnc(NC(=O)C2CC(=O)N(c3ccc(OCC)cc3)C2)s1 (configuration not stated)	-4%	2%	5%	-3%	2%	2%	-3%	-7%	34%	-5%	0%
O=C(CCc1nnc2ccc(N3CCCC3)nn12)Nc1cc(F)ccc1F	-4%	1%	-2%	7%	2%	?	1%	-1%	8%	0%	4%
CCOC(=O)c1c(NC(=O)CSc2nnc(Cc3ccccc3)o2)sc(C)c1C	2%	-6%	1%	1%	1%	30%	-5%	7%	?	-1%	-24%
COc1ccc(CCNC(=O)CSCc2ccc([N+](=O)[O-])cc2)cc1OC	-3%	-3%	2%	-1%	2%	2%	4%	3%	14%	-6%[11.5 µM]	-12%
COc1ccc(-c2nc(CS(=O)CC(=O)NCc3ccc(C)cc3)c(C)o2)cc1OC (configuration not stated)	0%	2%	-4%	4%	-7%	-8%	-1%	-10%	-19%	-7%	-2%
CCN(CC(=O)NCc1cccs1)CC(=O)Nc1c(Cl)ccc(C)c1Cl	-6%	-6%	1%	nt	?	nt	-2%	-7%	nt	nt	-6%
CCCn1cc(S(=O)(=O)c2ccc(C)cc2)c(=O)c2cc(OCC)ccc21	-1%	-2%	-3%	2%	-22%	22%	0%	-3%	1%	-1%	1%
CCOc1ccc(NC(=O)c2ccc(CSc3nnnn3C)cc2)cc1	22%	5%	22%	-13%	-4%	0%	-19%	5%	-12%	0%	22%
Cn1cc(S(=O)(=O)CC(=O)Nc2ccc(Br)cc2)c2ccccc21	-1%	-1%	-6%	3%	8%	-10%	-7%	-3%	-21%	4%	0%
O=C(c1ccc(S(=O)(=O)Nc2ccccc2F)cc1)N1CCN(c2ccccc2O)CC1	-3%	0%	-3%	nt	11%	nt	9%	-3%	nt	nt	-7%
COC(=O)CCNc1ccc2c(c1)OCCO2	-4%	9.2µM*	8%	-6%	1%	-1%	?	26%	9%	-3%	3%
Cc1cccc(NC(=S)N(CCCN2CCOCC2)C(C)c2cc3ccccc3o2)c1C (configuration not stated)	-6%	11%	-4%	?	3%	3%	-6%	1%	10µM*	-9%	4%
COc1ccc(C2CC(c3cccs3)=NN2C(=O)CCl)cc1OC (configuration not stated)	-38%[inhibitor]	-29%	-52%[inhibitor]	?	-12%	26%	1%	-13%	?	21%	-90%[inhibitor]
CC(=O)c1cccc(NC(=O)C2CCCN(S(=O)(=O)c3cccc4nonc34)C2)c1 (configuration not stated)	4%	-18%	4%	-7%	3%	21%	3%	-7%	21%	?	-1%
CC(=O)c1cccc(NC(=O)N2CCCc3ccccc32)c1	9%	6%	12%	19%	nt	-3%	?	21%	?	-1%	-18%
Cc1ccc(C(=O)OCC(=O)Nc2cccc(S(=O)(=O)N3CCOCC3)c2)o1	-1%	4%	-3%	nt	13%	nt	5%	1%	nt	nt	-17%
Cn1c(SCc2ccc(C#N)cc2Cl)nc2ccccc21	2.2µM*	21µM*	3.5µM*	-7%	?	-2%	6µM*	?	-22%	-9%	4.5µM*
COc1ccccc1NC(=O)Cc1nnc(SCC(=O)NC2CCCCC2C)n1C (configuration not stated)	-4%	0%	-4%	2%	-5%	-4%	-3%	4%	8%	-3%	-3%
CC(=C/c1ccccc1)/C=N/n1c(-c2ccco2)n[nH]c1=S	-4%	-2%	4%	-1%	1%	9%	1%	-6%	17%	?	-2%[1.84 µM]
Cc1cc(C)n2nc(SCCCC(=O)c3ccc(F)cc3)nc2n1	-4%	-3%	-1%	-1%	-4%	7%	-4%	4%	19%	-1%	34%
COC(=O)C1CCN(C(=O)Cc2ccc(C)cc2)CC1	7%	2%	0%	3%	-3%	-5%	0%	2%	3%	2%	12%
COc1ccccc1N1CCN(C(=O)c2cccc(N3C(=O)NC4CC3(C)Oc3c(OC)cccc34)c2)CC1 (configuration not stated)	0%	-10%	2%	2%	-16%	-10%	1%	-7%	12%	-1%	1%
CC(C)NC(=O)c1onc(CSc2ccccc2)c1C(=O)O	6%	1%	4%	-15%	-2%	-15%	-16%	6%	-43%	-5%	12%
Cc1ccc(C(=O)N2CCC(C(=O)Nc3cccc([N+](=O)[O-])c3)CC2)cc1	1%	4%	-6%	29%	2%	-2%	3%	?	?	?	11%
COc1ccc(C(=O)NCc2nnc(SCC(=O)N3CCc4ccccc43)o2)cc1OC	-1%	1%	2%	6%	-4%	3%	-2%	-7%	-6%	3%	6%
CC(=O)N1CCc2ccc(C(=O)CN3CCN(c4cccc(C)c4C)CC3)cc21	-2%	0%	4%	-7%	nt	-2%	-2%	10%	-1%	6%	nt
CCCCC1=CC2=CC(=O)C(C)(OC(=O)CC)C(=O)C2=CN1C1CCCCC1 (configuration not stated)	0%	0%	-10%	0%	8%	1%	-1%	1%	1%	?	14%
COc1ccc(Cl)cc1C(=O)N/N=C/c1ccc(N2CCOCC2)cc1	-3%	8%	0%	-3%	nt	?	-3%	-6%	1%	23%	-19%
COc1ccc(Cl)cc1NC(=O)CSc1nnc(COc2ccccc2)n1N	1%	-13%	-1%	3%[0.365 µM]	2%	-9%	-18%	-13%	30%	?	10%
OC1(C#CCN2CCCC2)c2ccccc2-c2ccccc21	-1%	-5%	0%	-2%	-3%	-5%	-1%	-4%	-22%	nt	-12%
C/C(=N\NC(=O)c1ccccc1)C1C2C=CC(C2)C1(C)C (configuration not stated)	-3%	-2%	6%	-29%	1%	0%	-2%	?	?	0%	-9%
O=C(CSc1ccc2c(c1)OCCO2)NCc1ccccc1	0%	17%	1%	-10%	3%	-9%	-10%	14%	20%	-3%	-1%
O=C(CCCc1ccccc1)Nc1ccnn1C1CCN(Cc2ccc(Cl)cc2)CC1	-20%	-6%	1%	-20%	-3%	10%	3%	7%	36%	3%	-2%
S=c1nc(-c2csc3c2CCCC3)[nH][nH]1	-3%	-3%	-2%	11µM*	-10%	0%	?	0%	4µM*	22%	-5%
Cc1ccc(-c2noc(CCC(=O)NCCCN3CCN(c4cccc(Cl)c4)CC3)n2)cc1	1%	-9%	-11%	14µM*	-10%	-4%	4%	21%	4µM*	1%	-27%
CCOc1ccc(C(CC(=O)O)NC(=O)C2c3ccccc3Oc3ccccc32)cc1 (configuration not stated)	-1%	2%	0%	-8%	-54%	4%	0%	-2%	25%	-8%	-6%
Cc1c(C(=O)c2ccc(Cl)cc2[N+](=O)[O-])c2ccccn2c1CCC#N	-2%	0%	2%	-5%	-3%	-11%	2%	4%	-1%	?	-8%
Cc1c(/C=N\NC(=O)c2c[nH]c3ccccc23)cnn1C	2%	6%	14%	-1%	4%	31%[activator]	12µM*	4%	19%	-2%	44%
Cn1c(N)c(C(=O)CSc2nn(-c3ccc(F)cc3)c(=S)s2)c(=O)n(C)c1=O	-12%	-4%	-24%	nt	11%	nt	1%	-2%	nt	nt	-24%
